Source: PubChem
CHOP UPR activ: apoptotic UPR (CHOP) activation | AID 449763 | activation, % at 10 µM | CHO-CHOP luciferase reporter, luminescence; percent of tunicamycin response over DMSO baseline | actives 0.34% (n = 330,000);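 active means at 10 µM dose, activation of 40% or more, normalized to positive control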;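 further: 100% = tunicamycin at 10 µg/mL and 0% = DMSO alone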
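Assay system: CHO-CHOP cells, stable luciferase reporter of PERK-eIF2a-CHOP signalling / Buffer or medium: F12 plus 10% serum / Compound dosing: one dose, 10 µM in 0.5% DMSO / Times: 6 h compound treatment, 37 °C / Technique: luciferase luminescence / Read-out: % reporter activation, DMSO baseline versus tunicamycin full activation / Benchmarks: tunicamycin and DMSO controls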
CXCR6 inh: CXCR6 (human) receptor inhibition; O00574; CHO-K1 PathHunter CXCR6 beta-arrestin, luminescence; inhibition, % at 20 µM; actives 0.36% (n = 360,000); in the data active means inhibition above about 34%, passing the limit was not always enough;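 further: antagonist mode with CXCL16 agonist at 10 nM final; 0% = 10 nM CXCL16 with DMSO and 100% = unstimulated wells without agonist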
APJ antag: APJ receptor antagonism; actives 0.32% (n = 330,000); P35414; CHO-K1 APJ beta-arrestin complementation, luminescence; inhibition, % at 20 µM;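 active means inhibition above about 40% at 20 µM, limit read from the data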;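 further: cells challenged with 10 nM apelin-13 agonist together with compound; plate controls were apelin-13 plus DMSO wells for no effect and DMSO wells lacking apelin-13 for full effect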
APJ ag: activates the human apelin receptor APJ | P35414 | CHO-K1 APJ PathHunter beta-arrestin, luminescence; 0% DMSO wells, 100% apelin | activation, % at 20 µM | actives 0.11% (n = 330,000) | AID 2520;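 active means activation more than six SD over the plate average, tested at 20 µM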;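 further: 0% = DMSO alone and 100% = apelin-13 at 10 nM; some results filed as inactive read as strong as hits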
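Test system: CHO-K1 APJ beta-arrestin complementation cell line. Amount: cell density 1000 per well. Controls: DMSO negative, 10 nM Apelin-13 positive. Signal: luminescent beta-gal fragment complementation, chemiluminescent substrate. Read-out basis: agonist-driven arrestin binding to APJ. Timing: compound stimulation 90 min at 25 °C, detection 60 min.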
tim10-1 inh: growth inhibitors of tim10-1 mutant yeast. S. cerevisiae tim10-1 ts strain growth, BacTiter-Glo, 24 h. inhibition, % at 20 µM. actives 2.2% (n = 330,000). AID 463190;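 active means inhibition of at least 40%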;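 further: mutant grown at 25 °C; 0% = DMSO wells with yeast and 100% = wells holding no yeast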
TIM10 inh: inhibits growth of TIM10 yeast strain; AID 463195; inhibition, % at 10 µM; actives 1.4% (n = 330,000); S. cerevisiae TIM10 strain growth, BacTiter-Glo luminescence, 24 h;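 active means inhibition of 40% or more at the single tested concentration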;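 further: wild-type TIM10 isogenic control strain grown at permissive 25 °C; 0% = DMSO yeast wells and 100% = minimal medium wells without yeast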
Mdm2 MdmX PPI: inhibitors of human Mdm2/MdmX interaction; actives 3% (n = 330,000); SaOS-2 split-luciferase Mdm2/MdmX complementation, luminescence; inhibition, % at 8 µM; O15151+Q00987;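 active means inhibition of at least 50% at 8 µM in the primary screen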
Target sequence (O15151 whole entry, looked up): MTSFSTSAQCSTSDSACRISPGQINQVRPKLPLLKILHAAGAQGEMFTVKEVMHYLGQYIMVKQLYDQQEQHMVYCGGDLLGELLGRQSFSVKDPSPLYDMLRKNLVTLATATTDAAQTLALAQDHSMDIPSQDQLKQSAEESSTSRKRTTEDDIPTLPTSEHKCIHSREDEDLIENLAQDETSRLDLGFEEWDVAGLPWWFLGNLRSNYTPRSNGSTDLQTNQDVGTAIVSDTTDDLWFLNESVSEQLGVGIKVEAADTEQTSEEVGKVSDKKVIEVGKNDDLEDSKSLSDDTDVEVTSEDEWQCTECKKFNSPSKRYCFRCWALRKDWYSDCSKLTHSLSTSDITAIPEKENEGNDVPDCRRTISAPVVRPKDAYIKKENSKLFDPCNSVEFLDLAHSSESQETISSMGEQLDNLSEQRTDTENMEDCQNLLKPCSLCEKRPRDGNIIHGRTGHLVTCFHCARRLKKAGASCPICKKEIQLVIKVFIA
Target sequence (Q00987 whole entry, looked up): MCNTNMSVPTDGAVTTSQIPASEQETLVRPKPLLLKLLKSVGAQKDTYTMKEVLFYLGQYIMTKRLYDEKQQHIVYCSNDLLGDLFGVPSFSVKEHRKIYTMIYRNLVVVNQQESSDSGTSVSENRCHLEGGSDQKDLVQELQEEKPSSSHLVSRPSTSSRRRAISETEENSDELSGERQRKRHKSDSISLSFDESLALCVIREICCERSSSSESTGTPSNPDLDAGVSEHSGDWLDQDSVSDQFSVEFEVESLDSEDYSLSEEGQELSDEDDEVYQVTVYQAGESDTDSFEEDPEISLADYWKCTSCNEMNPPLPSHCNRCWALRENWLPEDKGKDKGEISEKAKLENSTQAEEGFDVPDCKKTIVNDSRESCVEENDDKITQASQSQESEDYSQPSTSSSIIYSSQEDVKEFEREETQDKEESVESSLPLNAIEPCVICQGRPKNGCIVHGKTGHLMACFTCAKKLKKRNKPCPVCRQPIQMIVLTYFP
tim23-1 inh: tim23-1 yeast growth inhibition; S. cerevisiae tim23-1 growth, BacTiter-Glo luminescence, 24 h; inhibition, % at 20 µM; actives 1.3% (n = 330,000);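 active means growth inhibition of the mutant yeast at or above 50%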;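 further: temperature-sensitive mutant grown at 25 °C; plate controls were DMSO-treated mutant yeast for no effect and medium wells lacking yeast for full effect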
XBP1 UPR activ: activators of adaptive arm of unfolded protein response (XBP1); AID 463104; actives 0.33% (n = 330,000); CHO-XBP1 luciferase reporter, IRE1-XBP1 UPR activation, luminescence; percent of tunicamycin response, DMSO as zero; activation, % at 20 µM;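 active means versus positive control, 20 µM dose yields 30% or more activation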;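 further: 100% = tunicamycin at 10 µg/mL and 0% = DMSO only wells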
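Material: CHO cell line with stable XBP1 luciferase reporter; schedule: 16-18 h cell attachment at 37 °C, then 6 h compound exposure; signal: glow luminescence from Steady-Glo reagent; medium: serum-containing F12 medium, 10% FBS; benchmarks: tunicamycin 10 µg/mL and vehicle-only wells; read-out: percent activation relative to tunicamycin reference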
Starred values were filed as active, the others as inactive; x = not tested or not shown. Some of the compounds tested; rates above refer to the full screens.

Under each structure – XBP1 UPR activ	tim23-1 inh	APJ antag	tim10-1 inh	APJ ag	Mdm2 MdmX PPI	TIM10 inh	CHOP UPR activ	CXCR6 inh
OC(c1ccccc1)c1cccnc1 (stereo unspecified)
 : -3	2	-6	7	-3	15	-9	-0.5	-3
CCOc1ccc(S(=O)(=O)N(C)CC(=O)NCc2ccco2)cc1
 : -4	8	7	15	-3	43	-3	-0.9	-2
CC(=O)OCC(CCn1cnc2cnc(N)nc21)COC(C)=O
 : 1	-4	-16	15	-1	6	7	-2.1	x
CCCOc1ccc(N2C(=O)CC(NCCNc3ccc(S(=O)(=O)CC)cc3)C2=O)cc1 (stereo unspecified)
 : -4	11	-2	8	-1	-5	2	2.4	14
NC1=NN(c2cccc(C(=O)O)c2)C(=O)C1
 : -3	-5	17	-9	-4	12	1	-0.1	11
COc1cccc(NC(=O)CN2C(=O)COc3ccc(S(=O)(=O)N4CCCCCC4)cc32)c1
 : -2	-4	9	-5	4	29	-5	2.0	8
Cc1c(C(C)C)c(=O)n(-c2ccc(S(=O)(=O)NCc3ccccc3)cc2)n1C
 : -6	12	-3	3	0	23	2	0.5	-4
CCCCc1nc(N2CCN(C(=O)c3ccco3)CC2)c(C#N)c2c1CCCC2
 : -4	36	15	28	-14	37	21	1.3	8
COc1ccc(NC(=O)CSc2ccc3c(c2)OCCO3)cc1OC
 : -2	2	-24	-12	-1	11	7	-0.4	-4
CCn1c(N)[n+](CC(=O)Nc2ccc(SC(F)F)cc2)c2ccccc21
 : 0	11	3	-13	2	40	-7	2.0	0
O=C(Nc1ccc(F)cc1F)c1cc2nc3c(c(C(F)(F)F)n2n1)CCCC3
 : -1	14	2	18	1	41	-14	2.6	4
Cc1ccc(C)c(OCCOCCN2CCOCC2)c1
 : -3	-22	-14	-20	-1	27	-42	-1.3	3
CCN1CCCC1CN(Cc1cc2ccc(C)cc2[nH]c1=O)C(=S)Nc1ccc(OC)cc1 (stereo unspecified)
 : 0	5	-7	-1	-1	-8	-9	0.3	10
COc1cccc(OCCN2CCN(c3ncnc4c3cnn4-c3ccccc3)CC2)c1
 : 0	12	-6	26	-3	-1	31	-2.6	-3
CCOC(=O)c1ccc(-c2c(C)cc3oc(=O)cc(-c4ccccc4)c3c2C)cc1
 : 0	30	x	4	x	17	3	3.4	9
N#C/C(=C\c1ccc(-c2ccccc2[N+](=O)[O-])o1)C(N)=O
 : -2	-2	-24	21	-1	-16	15	-0.2	4
Cc1ccc(N2N=C(c3ccc(F)cc3)CC2c2ccco2)cc1 (stereo unspecified)
 : 6	5	0	-8	-4	-18	-11	2.3	0
Cc1ccc(CCNS(=O)(=O)c2ccc3c(c2)N(C)CCO3)cc1
 : -4	46	-2	25	-2	24	19	-0.7	-4
COc1ccccc1C(CNC(=O)c1ccc(NS(=O)(=O)c2ccc(F)c(C)c2)cc1)N(C)C (stereo unspecified)
 : -4	13	13	19	7	-8	6	-1.7	-6
CCOC(=O)Cn1cnc2sc3c(c2c1=O)CCC3
 : -2	-5	-12	8	-7	2	-17	-0.7	-1
Cc1c(NS(=O)(=O)c2cc([N+](=O)[O-])ccc2Cl)c(=O)n(-c2ccccc2)n1C
 : -1	-4	-2	15	5	-27	12	2.3	-7
CCCCn1nc2cc(C(=O)NCC3CC3)ccc2c1OCC
 : -2	19	-58	15	0	16	-5	0.3	0
COc1cc(S(=O)(=O)N2CCC(c3nc4ccccc4s3)CC2)ccc1S(=O)(=O)NC1CCCC1
 : -2	13	22	13	3	-5	19	-1.5	-1
N/C(=N\OC(=O)CCCc1ccccc1)c1ccccc1
 : -4	35	-6	45*	3	14	35	4.0	1
CCOCCCNC(=O)c1cc2sc(Cl)cc2n1CC
 : 0	33	7	5	-3	11	3	0.2	1
CN1CCN(C(=S)SCC(=O)Nc2nc(-c3ccccc3)c(-c3ccccc3)o2)CC1
 : 0	32	11	-6	-1	-3	26	0.9	11
CCOC(=O)Cc1csc(NC(=O)/C=C/c2ccco2)n1
 : -1	0	12	-8	2	28	5	3.6	-4
FC(F)(F)c1cc(-c2ccco2)nc(-n2nc(C(F)(F)F)cc2C2CC2)n1
 : -2	17	-3	35	-1	2	-2	1.3	4
O=C(NNS(=O)(=O)c1ccc(Cl)cc1)c1sccc1-n1cccc1
 : 2	14	-14	18	0	-24	4	0.5	-4
Cc1cccc(-c2noc(CN(C)C(=O)c3ccco3)n2)c1
 : 3	9	9	6	1	6	3	4.4	-2
CC(C)[C@H](NC(=O)c1ccccc1F)C(=O)NC1CCCCC1
 : 0	13	15	9	-2	-5	9	1.3	3
O=C(O)C1C2CCC(O2)C1C(=O)NCc1ccncc1 (stereo unspecified)
 : 2	-2	13	7	-3	9	-2	0.3	5
CC(Oc1ccc(F)cc1)C(=O)/C=C\N(C)C (stereo unspecified)
 : 0	-14	6	13	-6	-16	11	-3.4	1
COc1ccc(CCNC(=O)CCc2ccccc2O)cc1OC
 : -1	9	-3	-8	7	-10	6	-0.1	1
CC(C)N1CCC(N2CCN(Cc3cccc4nonc34)CC2CCO)CC1 (stereo unspecified)
 : 0	-4	-10	-17	-3	-3	7	0.3	-1
COC(=O)c1ccc2[nH]cc(CCO)c2c1
 : 1	-5	-71	-27	9	8	-6	0.3	-5
O=C(CSc1ccc2nnc(-c3cccc(F)c3)n2n1)NCc1ccco1
 : 3	18	18	9	-3	-22	-3	-0.9	-9
C=CCNCCCCOc1c(Cl)cc(C)cc1Br
 : 1	17	14	16	-5	14	3	0.8	-3
COc1cccc(-c2nnc3sc(-c4ccc(C)cc4)nn23)c1
 : 5	27	-4	-1	2	56*	2	-0.4	x
O=C(N/N=C/c1ccccc1F)c1cc2c(ccc3ccccc32)o1
 : 2	-8	-43	-37	6	21	-37	8.5	-5
Cc1ccc(C(c2nnnn2CC2CCCO2)N2CCN(Cc3ccccc3)CC2)cc1 (stereo unspecified)
 : 1	2	13	-2	-2	-2	3	4.7	-3
COc1ccc(NC(=O)NC2CC3CCCC(C2)N3Cc2ccccc2)cc1 (stereo unspecified)
 : 2	5	2	11	-2	5	1	0.7	3
C=CCOc1cccc(/C=N/NC(=O)CN2CCCCC2)c1
 : -5	-1	18	0	-2	16	3	2.8	2
CC(C)(C)n1nnnc1C(c1ccncc1)N1CCN(C2CCCCC2)CC1 (stereo unspecified)
 : 0	-9	7	-19	-2	1	-9	-1.2	1
O=C1c2cccc3c([N+](=O)[O-])c(O)cc(c23)C(=O)N1Nc1ccccc1
 : -2	16	6	3	-1	13	8	-1.0	25
CC(=O)Nc1ccc(S(=O)(=O)N2CCN=C2SCc2cccc(C)c2)cc1
 : -6	38	10	21	5	5	26	0.1	-5
CC(NC(=O)NC1CCCCC1)c1ccc2c(c1)OCO2 (stereo unspecified)
 : 0	13	-6	-4	-1	10	-10	0.1	-15
O=c1c2[nH]c3ccccc3c2ncn1CCCn1ccnc1
 : 0	8	1	7	-5	21	6	0.9	0
Cc1ccc(S(=O)(=O)c2c(C)c(C)c(C)[nH]c2=O)cc1
 : -5	-7	19	-6	-1	36	-5	-0.7	-2
CC(NC(=O)C1CCC(=O)N1Cc1ccc(F)cc1)c1ccc2c(c1)OCCO2 (stereo unspecified)
 : -3	6	-33	-15	-1	11	-7	1.2	-8

The results go on:
Under each structure – XBP1 UPR activ	tim23-1 inh	APJ antag	tim10-1 inh	APJ ag	Mdm2 MdmX PPI	TIM10 inh	CHOP UPR activ	CXCR6 inh
CC(=O)c1cccc(NC(=O)NC(C)C2CCCO2)c1 (stereo unspecified)
 : 1	-1	5	2	-2	18	-17	1.0	-8
COc1cc(C(=O)N2CCN(Cc3ccccc3C(F)(F)F)CC2)cc(OC)c1OC
 : -1	27	-3	43*	-4	10	24	-1.5	4
O=C(N/N=C/CCc1ccccc1)C1CCCCC1
 : 0	5	-1	16	1	-41	4	2.8	-2
COc1ccc(-c2ccc3nnc(SCC(=O)Nc4ccc(NC(C)=O)cc4)n3n2)cc1
 : 3	-12	10	-13	-1	43	-20	1.9	7
Cc1cccc(NC(=O)c2c(C)nn(-c3ccccc3)c2Cl)c1
 : 4	8	-1	28	-1	-10	18	4.3	0
Cc1ccc(S(=O)(=O)NC(CC(C)C)C(=O)N2CC(C)OC(C)C2)cc1 (stereo unspecified)
 : -2	9	17	4	-2	12	7	-0.7	0
Cc1cc(F)ccc1S(=O)(=O)N(C(=O)c1ccncc1)c1ccc(OC(=O)c2ccncc2)cc1
 : 0	20	-6	26	-1	-5	11	-0.4	-6
Cc1ccc(NC(=O)c2ccc(S(=O)(=O)N3CCCCC3)cc2)cc1
 : 0	14	4	17	-2	35	18	1.0	-1
Cc1cc(NC(=O)COn2nnc3ccc(S(C)(=O)=O)cc32)ccc1Br
 : 0	-1	-17	13	2	4	-7	0.0	-5
C[C@H]1CN([C@@H](C)CO)C(=O)Cc2cc(NC(=O)CCC(F)(F)F)ccc2O[C@H]1CN(C)Cc1ccc(-c2ccccc2)cc1
 : -1	14	-4	17	-1	55*	-2	2.9	15

Two successive compounds already listed, quoted:
Under each structure – XBP1 UPR activ	tim23-1 inh	APJ antag	tim10-1 inh	APJ ag	Mdm2 MdmX PPI	TIM10 inh	CHOP UPR activ	CXCR6 inh
O=C(N/N=C/CCc1ccccc1)C1CCCCC1
 : 0	5	-1	16	1	-41	4	2.8	-2
COc1ccc(-c2ccc3nnc(SCC(=O)Nc4ccc(NC(C)=O)cc4)n3n2)cc1
 : 3	-12	10	-13	-1	43	-20	1.9	7

Other results follow.
Under each structure – XBP1 UPR activ	tim23-1 inh	APJ antag	tim10-1 inh	APJ ag	Mdm2 MdmX PPI	TIM10 inh	CHOP UPR activ	CXCR6 inh
NS(=O)(=O)c1ccc(CCNC(=O)COC(=O)C2COc3ccccc3O2)cc1 (stereo unspecified)
 : 0	-10	0	-13	-2	-12	-14	-0.9	-9
COC(=O)c1ccc2ncccc2c1
 : 2	10	-16	14	8	3	3	-0.8	-4
CCOc1ccc(/C(O)=C2/C(=O)C(=O)N(CC3CCCO3)C2c2ccco2)cc1 (stereo unspecified)
 : 2	-14	4	0	-4	21	-7	0.2	-4
Cc1ccc(N2CN=c3s/c(=C\c4cccnc4)c(=O)n3C2)cc1
 : 1	5	16	0	0	66*	6	0.3	12
NC(=O)C1CCN(C(=O)c2cccc(S(=O)(=O)N3CCc4ccccc4C3)c2)CC1
 : -1	5	24	6	-2	8	2	0.1	-1
CN(CCCNC(=O)c1cccn2c(=O)c3ccccc3nc12)Cc1ccccc1
 : 0	-1	1	20	-4	-2	18	-1.2	6
CC(=O)Nc1ccc(S(=O)(=O)Nc2ccccc2N2CCOCC2)cc1
 : -2	16	-1	2	-4	4	11	0.4	-2
Cc1ccc(NC(=O)[C@H](NC(=O)[C@@H]2Cc3ccccc3CN2)c2ccccc2)c(C)c1
 : -2	6	-8	-2	0	4	4	2.2	9
COc1ccc(C)cc1NC(=O)C(Sc1nnc(-c2ccncc2)n1-c1ccc(Cl)cc1)c1ccccc1 (stereo unspecified)
 : 1	25	3	22	-1	10	7	5.6	1
